Screening results from PubChem BioAssay.
TRb SRC2 PPI: inhibitors of human thyroid hormone receptor beta-SRC2 interaction. P10828. TRbeta-SRC2 peptide binding, fluorescence polarization; receptor liganded with 1 µM T3. Potency, µM (doses to about 106 µM), without a hit: at the highest dose activity change, negative = inhibition, hits mostly inhibitors. 280,000 tested, 0.065% active;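 further: plate controls were bound peptide for no effect and peptide without receptor for full effect; nearly all actives have a fitted effect of over 50% in size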
Target sequence (P10828 whole entry, looked up): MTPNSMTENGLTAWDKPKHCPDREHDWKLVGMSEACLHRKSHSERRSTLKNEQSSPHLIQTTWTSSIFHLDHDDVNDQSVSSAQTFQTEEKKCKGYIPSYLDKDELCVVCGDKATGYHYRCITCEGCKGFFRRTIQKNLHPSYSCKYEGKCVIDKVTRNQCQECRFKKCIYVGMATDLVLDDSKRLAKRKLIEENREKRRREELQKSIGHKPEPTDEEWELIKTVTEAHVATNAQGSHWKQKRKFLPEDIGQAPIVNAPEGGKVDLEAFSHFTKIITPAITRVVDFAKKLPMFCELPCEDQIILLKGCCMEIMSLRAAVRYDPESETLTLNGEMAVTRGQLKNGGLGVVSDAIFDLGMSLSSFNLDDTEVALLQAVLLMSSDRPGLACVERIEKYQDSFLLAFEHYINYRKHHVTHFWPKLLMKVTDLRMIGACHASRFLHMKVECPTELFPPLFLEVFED
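Polarization signal, normalized between peptide-alone and full complex controls, measured compound effects on T3-liganded human TRb LBD (0.6 uM) binding 20 nM Texas Red SRC2 peptide after 5 hr.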
TexasRed fluor: alters Texas Red total fluorescence, flagging assay interference | TRb/SRC2 Texas Red total fluorescence interference | Potency, µM (doses to about 106 µM), without a hit: at the highest dose fluorescence change, negative = quenching | 280,000 tested, 0.29% active | AID 1479; active means well fitted curve in either direction with a large enough effect; inconclusive means small, poorly fitted or top-dose-only effect
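Human TRβ ligand-binding domain (0.6 uM) and Texas Red SRC2 peptide (20 nM) in Tris buffer with 1 uM T3 and 5% DMSO were incubated with pinned compound for 5 hr at ambient temperature. Total fluorescence was computed as S + 2P (555/632 nm).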
GAA inh: alpha-glucosidase (human) inhibition. purified human GAA, 4-MU-alpha-glucoside fluorescence. Potency, µM (top dose mostly 76.9 µM), for the others: top-dose activity change, negative = inhibition, usual class: inhibitors. 200,000 tested, 0.005% active. AID 1466;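 further: plate controls were uninhibited enzyme wells for no effect and no-enzyme background for full effect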
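Fluorogenic assay: 4 nM human alpha-glucosidase with 400 uM 4-methylumbelliferyl-alpha-D-pyranoside in 50 mM citrate/phosphate, 0.005% Tween-20, pH 5.0, 20 min at room temperature. Compounds tested up to 77 uM; AC50 from Hill fits.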
L3MBTL1 block: inhibitors of human L3MBTL1 | Q9Y468 | AlphaScreen L3MBTL1–H3K9me1 peptide binding | Potency, µM (highest dose often 57.1 µM), without a hit: top-dose activity, negative = inhibition, most hits filed as inhibitors | 230,000 tested, 0.66% active; further: nearly all actives have a fitted effect of over 60% in size
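Displacement of a biotinylated histone H3(1-15) peptide monomethylated at Lys9 (75 nM) from L3MBTL1 (50 nM) was measured by AlphaScreen after a 30 min room-temperature compound incubation; cefsulodin titration served as intraplate control.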
RECQ1 inh: inhibitors of human RECQ1 DNA helicase. P46063. RECQ1 DNA unwinding, red fluorescence kinetic read. Potency, µM (series often up to 57.3 µM), inactives show at the highest dose activity, negative = inhibition, hits mostly inhibitors. 240,000 tested, 0.54% active;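 further: plate controls were vehicle for no effect and no enzyme for full effect; nearly all actives have a fitted effect of over 30% in size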
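RECQ1T1 50 nM; forked duplex (20 bp + 30-nt ss tails) 200 nM, ATP 2 mM final; pH 8.0, 2 mM MgCl2, 2.5 ug/ml poly(dI-dC); 15 min compound preincubation; discontinuous kinetic read over 2 h at RT.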
aGlu spleen mod: inhibitors or activators of human alpha-glucosidase in spleen homogenate; AID 2112; P10253; Potency, µM (series often up to 79.9 µM), inactives show top-dose activity change, negative = inhibition, actives largely listed as inhibitors; 240,000 tested, 0.006% active; human spleen homogenate, 4-MU-alpha-glucoside fluorescence;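 further: 0% = enzyme with vehicle and -100% = no enzyme basal signal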
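Human spleen homogenate (1 ug) incubated with compounds and 1 mM 4-methylumbelliferyl-alpha-D-glucopyranoside in pH 5.0 citrate/phosphate buffer, 37 C, 40 min. Stopped at pH 10; 4-MU fluorescence (Ex 365/Em 440 nm); AC50 by Hill fit.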
GAA glycogen mod: alters human alpha-glucosidase cleavage of glycogen | recombinant GAA, glycogen substrate, Amplex Red glucose oxidase fluorescence | 300,000 tested, 0.38% active | Potency, µM (titrated, usually from 76.4 µM), without a hit: at the top dose activity change, negative = inhibition, hits mostly inhibitors;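 further: 0% = full enzyme reaction and -100% = no-enzyme basal signal; the screen sought inhibitors and activators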
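Recombinant human enzyme (4 nM); glycogen substrate; 37 C, 40 min, pH 5.0. Readout: coupled glucose oxidase/Amplex Red fluorescence.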
RGS12 GoLoco inh: blocks human Gai1 binding to RGS12 GoLoco peptide, red readout; P63096; Potency, µM (doses to about 61.6 µM), for the others: at the highest dose activity, negative = inhibition, actives largely listed as inhibitors; 230,000 tested, 0.44% active; Gai1:RGS12 GoLoco peptide FP, rhodamine, 10 min; active means well fitted inhibition curve with a large enough effect, not every such curve was filed as active; inactive means no such curve, though single readings can be large or run the other way; further: nearly all actives have a fitted effect of over 30% in size; many of its hits are not listed in these tables
Target sequence (P63096 whole entry, looked up): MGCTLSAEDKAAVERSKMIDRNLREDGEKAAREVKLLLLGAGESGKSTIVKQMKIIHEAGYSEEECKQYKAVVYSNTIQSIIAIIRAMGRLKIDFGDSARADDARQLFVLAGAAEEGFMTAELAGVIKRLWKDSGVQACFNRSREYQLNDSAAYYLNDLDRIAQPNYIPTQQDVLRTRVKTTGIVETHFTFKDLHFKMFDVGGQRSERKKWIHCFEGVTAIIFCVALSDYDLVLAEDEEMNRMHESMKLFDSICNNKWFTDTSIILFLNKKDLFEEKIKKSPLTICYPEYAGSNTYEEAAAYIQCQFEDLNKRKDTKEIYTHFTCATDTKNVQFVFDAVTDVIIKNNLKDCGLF
Numbers without * were called inactive; i = inactive; ? = inconclusive; . = not tested or not shown; [ ] = remark or other dose. Unless noted, the call rests on the fitted dose curve; in most records, active means well fitted curve in the direction sought with a large enough effect; inconclusive means small, poorly fitted or top-dose-only effect, or another doubt; inactive means no such curve, though single readings can be large; an effect the other way counts as inactive or inconclusive. Unless noted, on the % scale 0 is the no-effect control and ±100 the full control effect; potency means the concentration at half of the fitted maximal effect. Not all compounds are listed, so the mix of outcomes need not match the whole.

1) Cc1ccc(C(=O)N2CCN(c3ncccn3)CC2)o1
2) CCOc1ccc(N2Cc3ccccc3C2)cc1
3) COc1cccc(-c2nc(-c3cccs3)no2)c1
4) O=C(CN1C(=O)c2cccc3cccc(c23)C1=O)N1CCN(Cc2ccc3c(c2)OCO3)CC1
5) CCN(C(=O)CCS(=O)(=O)c1ccc(Br)cc1)c1ccc2c(c1)OCO2
6) COc1ccc(-n2c(SCCC(=O)O)nnc2-c2ccncc2)cc1
Assay by compound,1,2,3,4,5,6
TRb SRC2 PPI,-9%,1%,-4%,1%,-4%,-2%
TexasRed fluor,-4%,-2%,0%,-6%,-1%,2%
GAA inh,-1%,-15%,.,5%,-8%,5%
L3MBTL1 block,-2%,-15%,.,-12%,.,9%
RECQ1 inh,-11%,7%,-7%,-3%,5%,-11%
aGlu spleen mod,-14%,0%,5%,-11%,-11%,-13%
GAA glycogen mod,5%,-10%,0%,-1%,10%,4%
RGS12 GoLoco inh,-4%,18%,6%,2%,3%,-5%

Down the list, from the results shown:
Entries 1 to 4 in RGS12 GoLoco inh: -4%, 18%, 6%, 2%

Continuation:
7) CCNC(=O)COc1cccc(C(=O)NCc2ccccc2)c1
8) CC(C)(C)c1ccc(-c2nc(O)c(CC(=O)O)s2)cc1
9) Cc1ccc(C(C(=O)NC2CCCC2)N(C(=O)Cc2cccs2)c2ccc3c(c2)OCCO3)cc1 (stereo not drawn)
10) CC1=C(C)CC(C(=O)NCCc2ccccc2)C(C(=O)O)C1 (stereo not drawn)
11) CCOc1ccc(N2C(=O)CC(n3nc(C)cc3C)C2=O)cc1 (stereo not drawn)
12) C=CCC(NC(C)c1ccccc1)c1ccco1 (stereo not drawn)
Assay by compound,7,8,9,10,11,12
TRb SRC2 PPI,-2%[53 µM],-5%,-3%,2%,1%,1%
TexasRed fluor,-1%[53 µM],-1%,3%,3%,-6%,-3%
GAA inh,0%,.,-3%,-7%,7%,-6%
L3MBTL1 block,2%,-7%,-2%,.,-1%,0%
RECQ1 inh,-6%,i,-9%,-9%,-2%,i
aGlu spleen mod,-12%,-5%,-6%,-6%,-12%,-6%
GAA glycogen mod,5%,-7%,2%,-2%,1%,12%
RGS12 GoLoco inh,7%,33%[activator],1%,6%,12%,-8%

Compound profiles, as listed above. Order of screens: TRb SRC2 PPI	TexasRed fluor	GAA inh	L3MBTL1 block	RECQ1 inh	aGlu spleen mod	GAA glycogen mod	RGS12 GoLoco inh
`Cc1ccc(C(=O)N2CCN(c3ncccn3)CC2)o1` is entered as -9%	-4%	-1%	-2%	-11%	-14%	5%	-4%
`O=C(CN1C(=O)c2cccc3cccc(c23)C1=O)N1CCN(Cc2ccc3c(c2)OCO3)CC1` is entered as 1%	-6%	5%	-12%	-3%	-11%	-1%	2%

Returning to the listing, starting four compounds before the break.
9) Cc1ccc(C(C(=O)NC2CCCC2)N(C(=O)Cc2cccs2)c2ccc3c(c2)OCCO3)cc1 (stereo not drawn)
10) CC1=C(C)CC(C(=O)NCCc2ccccc2)C(C(=O)O)C1 (stereo not drawn)
11) CCOc1ccc(N2C(=O)CC(n3nc(C)cc3C)C2=O)cc1 (stereo not drawn)
12) C=CCC(NC(C)c1ccccc1)c1ccco1 (stereo not drawn)
13) COc1cc(/C=N/Nc2nncn2/N=C/c2ccc(O)c(OC)c2)ccc1O
14) O=C(c1nc2ccccn2c1CNCC1OCCc2ccccc21)N1CCOCC1 (stereo not drawn)
15) CC(Sc1nnc(Cn2c(=O)sc3ccccc32)n1C)c1ccccc1 (stereo not drawn)
16) O=C(Nc1ccccc1C(=O)NCc1ccccc1)c1ccccc1Br
17) CC(C)CC1=NN(C(=O)c2ccncc2)C(O)(C(F)(F)F)C1 (stereo not drawn)
18) O=C(O)C1=C[C@H](c2ccc(C(F)(F)F)cc2)C[C@H](OCc2ccc(CO)cc2)O1
Assay by compound,9,10,11,12,13,14,15,16,17,18
TRb SRC2 PPI,-3%,2%,1%,1%,-4%,5%,0%,3%,7%,-8%
TexasRed fluor,3%,3%,-6%,-3%,-6%,-3%,-2%,-2%,-3%,-2%
GAA inh,-3%,-7%,7%,-6%,1%,-15%,-20%,-6%,3%,.
L3MBTL1 block,-2%,.,-1%,0%,-10%,0%,40%[activator],8%,-9%,10%
RECQ1 inh,-9%,-9%,-2%,i,i,-5%,-1%,-21%,6%,i
aGlu spleen mod,-6%,-6%,-12%,-6%,-5%,3%,-10%,-1%,-1%,0%
GAA glycogen mod,2%,-2%,1%,12%,10µM*,-11%,2%,-4%,8%,10%
RGS12 GoLoco inh,1%,6%,12%,-8%,12%,10%,2%,13%,3%,-6%

19) CN(CC(=O)NC1CCCCCCC1)S(=O)(=O)c1cccc2cccnc12
20) CC(C)CCN1CCN(Cc2cccn2-c2ccc(Cl)cn2)CC1CCO (stereo not drawn)
21) COC(=O)/C=C(\Oc1ccccc1)C1(O)CCCCC1
22) S=C1NC2(CCCCC2)Cc2ccccc21
23) O=C(Nc1cccc(-c2nc3ncccc3o2)c1)c1cc2ccccc2o1
24) O=C1c2ccccc2N2C(=O)c3ccccc3[C@H]2N1c1ccccc1
Assay by compound,19,20,21,22,23,24
TRb SRC2 PPI,1%,-1%,2%,3%,7%,8%
TexasRed fluor,-3%,0%,-5%,-1%,-2%,3%
GAA inh,-1%[15.4 µM],.,.,0%,?,?
L3MBTL1 block,4%,-11%,-3%,-23%,?,.
RECQ1 inh,-2%,i,-11%,-1%,0%,-3%
aGlu spleen mod,5%,-3%,-3%,-8%,-5%,-6%
GAA glycogen mod,-8%,1%,9%,-6%,-4%,-12%
RGS12 GoLoco inh,-4%,7%,8%,1%,13%,9%

25) CCOc1cc(S(=O)(=O)N2CCN(c3ccc(F)cc3)CC2)c(OCC)cc1-n1cnnn1
26) CC1Cc2ccccc2N1C(=O)Cn1c(=O)oc2cc(S(=O)(=O)NC3CCCC3)ccc21 (stereo not drawn)
27) O=C(O)CC(NC(=O)C12CC3CC(CC(C3)C1)C2)c1cccc([N+](=O)[O-])c1 (stereo not drawn)
28) CCn1c2ccccc2c2nc3cc(S(=O)(=O)N4CCOCC4)ccc3nc21
29) CCOC(=O)CN(C(=O)CSc1nnc(Cc2ccccc2)n1-c1ccc(C)cc1)c1ccccc1
30) COc1ccc(CCN2C(=O)CC(NNC(=O)c3ccccc3Br)C2=O)cc1 (stereo not drawn)
Assay by compound,25,26,27,28,29,30
TRb SRC2 PPI,-3%,4%,-2%,-5%,6%,9%
TexasRed fluor,1%,-1%,-3%,-9%,-3%,-20%
GAA inh,-5%,-13%,-2%,-19%,2%,-10%
L3MBTL1 block,2%,.,.,14%,-2%,7%
RECQ1 inh,-1%,-7%,i,-5%,i,-10%
aGlu spleen mod,3%,8%,-3%,-15%,1%,0%
GAA glycogen mod,-4%,9%,3%,5%,-2%,6%
RGS12 GoLoco inh,-6%,64%[activator],7%,-40%,-2%,3%

31) O=[N+]([O-])c1c(-c2cn[nH]c2)n[nH]c1-c1cn[nH]c1
32) Cc1ccc2c(c1)Oc1ccc(NC(=O)CCl)cc1C(=O)N2
33) Cc1ccc2nc(C(O)C(O)c3nc4ccc(C)cc4[nH]3)[nH]c2c1 (stereo not drawn)
34) Cn1c(CCNC(=O)C2CCCCC2)nc2cc(NC(=O)c3cccs3)ccc21
35) O=C(CSc1ccccc1)Nc1cc(Cl)ccc1Oc1ccccc1
36) CSc1nn2c(C(F)(F)F)cc(C(F)(F)F)nc2c1C(=O)O
Assay by compound,31,32,33,34,35,36
TRb SRC2 PPI,9%,-22%,-1%,1%,8%,-5%
TexasRed fluor,-2%,2%,0%,-8%,0%,-7%
GAA inh,.,-5%,-23%,2%,-9%,.
L3MBTL1 block,.,.,-24%,2%,81%[activator],52%[activator]
RECQ1 inh,-4%,i,2%,8%,-3%,-7%
aGlu spleen mod,7%,-2%,8%,7%,-3%,-4%
GAA glycogen mod,-1%,-31%,29%,-11%,0%,13%
RGS12 GoLoco inh,-14%,7%,5%,5%,10%,7%

Taken from above:
Reading for no. 32 under TexasRed fluor: 2%
Reading for no. 34 under RECQ1 inh: 8%
Reading for no. 33 under TRb SRC2 PPI: -1%

Continued.
37) COc1cccc(C(=O)Nc2cnn(C(C)C)c2)c1
38) CCCNC(=O)C1CCN(S(=O)(=O)c2ccc(-c3nn[nH]n3)cc2)CC1
39) CCC(C)(C)c1ccc(OCCCC[n+]2ccc(C)cc2)c(C(C)(C)CC)c1
40) C/C(Cn1cnc([N+](=O)[O-])n1)=N\NC(=O)c1cccnc1
41) Cc1[nH]n(-c2ccccc2)c(=O)c1/C=N/N(c1ccccc1)c1ccccc1
42) CCN(CC)C(=O)CSc1nnc(-c2ccco2)n1Cc1ccco1
Assay by compound,37,38,39,40,41,42
TRb SRC2 PPI,1%,4%,-10%,4%,0%[53 µM],-3%
TexasRed fluor,-2%,0%,0%,0%,-3%[53 µM],-1%
GAA inh,3%,-16%,-11%,7%,2%,0%
L3MBTL1 block,.,.,.,5%,-7%,-4%
RECQ1 inh,-2%,14%,1%,i,-22%,0%
aGlu spleen mod,-15%,-19%,-10%,-9%,8%,-19%
GAA glycogen mod,2%,-10%,0%,-2%,?,2%
RGS12 GoLoco inh,6%,7%,-4%,9%,9%,4%

43) NNC(=O)CSc1nc(-c2ccccc2)cn1-c1ccccc1
44) Cc1cccn2c(NCc3ccc4c(c3)OCO4)c(-c3ccc(O)cc3)nc12
45) CCOc1ccc(CNC(=O)C2CCN(S(=O)(=O)CC)CC2)cc1OC
46) Cc1ccc(-c2n[nH]c(=S)n2/N=C/c2ccc(C)o2)cc1
47) CCOc1ccccc1Nc1cc(C)nc2nnnn12
Assay by compound,43,44,45,46,47
TRb SRC2 PPI,-9%,5%,-2%,0%,-4%
TexasRed fluor,0%,-3%,-10%,-1%,1%
GAA inh,.,?,0%,-3%,10%
L3MBTL1 block,-17%,?,1%,-15%,2%
RECQ1 inh,-8%,i,-9%,-2%,-8%
aGlu spleen mod,1%,-7%,0%,-14%,-1%
GAA glycogen mod,-12%,?,4%,-17%,4%
RGS12 GoLoco inh,3%,8%,7%,3%,7%
